From PubChem BioAssay
AID inh = Primary qHTS assay for inhibitors of Activation Induced Cytidine Deaminase (AID): AID signal. AID deamination FRET fluorescence, UDG-coupled, 4 h. Potency, µM (series often up to 115 µM), without a hit: at the top dose activity change, negative = inhibition, most hits filed as inhibitors. 0.32% of 91,000 active; further: nearly all actives have a fitted effect of over 25% in size
Target sequence (Q9GZX7 whole entry, looked up): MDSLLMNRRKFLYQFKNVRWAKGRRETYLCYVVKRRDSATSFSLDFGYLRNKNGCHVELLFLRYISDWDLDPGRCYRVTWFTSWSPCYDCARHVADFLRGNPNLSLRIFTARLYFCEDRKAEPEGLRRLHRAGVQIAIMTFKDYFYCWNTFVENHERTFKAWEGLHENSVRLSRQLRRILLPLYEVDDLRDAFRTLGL
UDG counterscr = Primary qHTS assay for inhibitors of Activation Induced Cytidine Deaminase (AID): UDG Counterscreen signal; Uracil-DNA glycosylase; Potency, µM (titrated, usually from 115 µM), inactives show top-dose activity change, negative = inhibition, most hits filed as inhibitors; AID 1347430, 2020; FRET deamination/UDG coupled assay, UDG read, 4 h; 0.14% of 91,000 active; further: nearly all actives have a fitted effect of over 65% in size
The depositor's hits bear a star; ? = inconclusive; & = joins results of further samples; [ ] = remark or other dose. The call rests on the fitted dose curve; in most records, active means well fitted curve in the direction sought with a large enough effect; inconclusive means small, poorly fitted or top-dose-only effect, or another doubt; inactive means no such curve, though single readings can be large; an effect the other way counts as inactive or inconclusive. On the % scale 0 is the no-effect control and ±100 the full control effect; potency means the concentration at half of the fitted maximal effect. Not all compounds are listed; count on the stated rates, not on these rows.

SMILES	UDG counterscr	AID inh
CCCS(=O)(=O)c1nc(S(=O)(=O)c2ccc(C)cc2)c(NCC(C)C)s1	-5%	-14%
Cc1c(CNCc2ccc(OC(C)C)cc2)c(C(=O)O)c(C)n1Cc1ccc(Cl)cc1	-9%[57.5 µM]	154%
COc1cc2c(C(=O)N3CCN(c4cccc(C(F)(F)F)c4)CC3)cn(CC(C)C)c(=O)c2cc1OC	-13%	?
Cc1ccc(OCC(=O)Nc2nonc2-c2ccc(Br)cc2)cc1	1%	1%
COC(=O)c1cccc(C(=O)NCc2cccc(OC)c2)c1	5%	-1%
Cc1ccc(C(=O)N2CCN(c3cccc(C(F)(F)F)c3)CC2)s1	3%	-6%
Fc1ccc(CNc2ccc3nnc(C(F)(F)F)n3n2)cc1	-10%	0%
CC(C)C1CC(C)(C)c2ccc(O)cc21 (configuration not stated)	-8%	-4%
CC(C)(C)c1ccc(C2CC2C(=O)N/N=C\C(Br)=C\c2ccccc2)cc1 (configuration not stated)	-14%	?
COCCNC(C)C(=O)C12CC3CC(CC(C3)C1)C2 (configuration not stated)	-4%	8%
COc1ccc(C(=O)NCC(c2ccc(N(C)C)cc2)N2CCOCC2)cc1 (configuration not stated)	-5%	9%
O=C(Nc1ccccc1)c1cc2c(-c3ccccc3)nn(-c3ccccc3)c2s1	-1%	?
Cc1nc(SCc2cccc(Cl)c2)nc2c1CCCC2	-8%[57.5 µM]	?
CC(C)(C)CNC(=O)c1[nH]cnc1C(=O)NCC1CCCCC1	1%	1%
CCOCCCNC(=O)CC1CCCC1	-1%	-5%
Cc1ccc(S(=O)(=O)c2cn(Cc3ccccc3)c3cc(N4CCCC4)c(F)cc3c2=O)c(C)c1	?	?
CCOC(=O)c1nc(N(CC)Cc2ccccc2)c2ccccc2n1	8%	-5%
CCC(CC)C(=O)NCc1nc2cccnc2n1Cc1ccc(F)cc1	0%	-2%
Cc1cc(C)cc(NC(=S)NNC(=O)C(N)=O)c1	2%	-1%
Cc1ccc(-n2ncc3c(N4CCN(c5ccc(F)cc5)CC4)ncnc32)cc1	51%[activator]	29%
O=C(COc1cc2oc(=O)cc(-c3ccccc3)c2cc1Cl)NC1CC1	?	-5%
Cc1c(-c2ccc(Cl)cc2)c(=O)oc2c(CN3CCN(CCO)CC3)c(O)ccc12	6%	7%
Cn1c(=O)c2c(ncn2CC(=O)NCC(C)(c2ccccc2)c2ccccc2)n(C)c1=O	0%	0%
Cc1ccc(-c2[nH]ncc2CNC(C)c2cccs2)cc1 (configuration not stated)	-3%	-2%
Cc1ccc(NC(=O)C(=O)NCc2ccc(Cl)cc2)cc1	12%[57.5 µM]	17%[57.5 µM]
CN(Cc1ccccc1)c1ccc(-c2nc(-c3ccccn3)no2)cc1[N+](=O)[O-]	?	-16%
COc1ccccc1CN1COc2ccc3c(oc(=O)c4ccccc43)c2C1	13%	-27%
CCC(C)NC(=O)[C@H](C)NC(=O)N1CCn2c1nc1ccccc12 (some centres not stated)	3%	2%
COc1cccc(CNC(=O)c2cc(-c3cccs3)nc3ccccc23)c1	-9%	-3%
CCOC(=O)c1ccc(Nc2c(-c3ccc(OC)cc3)nc3nc[nH]n23)cc1	-5%	46%[activator]
COc1cc(OC)c(NC(=O)CCn2cnc3onc(-c4ccc(F)cc4)c3c2=O)cc1Cl	-17%	-1%
O=C(NCC1CCN(Cc2cccc(Cl)c2)CC1)Nc1ccc(F)c(Cl)c1	-8%	?
COc1ccccc1NC(=O)c1cc(=O)c2c(C)cc(C)cc2o1	-8%	-5%
O=C(CCc1c[nH]c2ccccc12)N1CCN(C(=O)c2ccco2)CC1	-2%	-5%
COc1ccc(NC(=O)CCc2ncc(-c3ccccc3)o2)cc1	13%	6%
COc1ccc(S(=O)(=O)n2nc(-c3ccco3)nc2NCc2ccc(C(C)C)cc2)cc1	-2%	-14%
CC1CCN(CC2CCCN(c3ncccc3C#N)C2)CC1 (configuration not stated)	-13%	-18%
CCc1ccc(CNC(=O)C2CCN(c3nn4cc(-c5ccc(OC)cc5)nc4s3)CC2)cc1	-18%	10%
O=C(O)/C=C/c1cc(Cl)ccc1OCc1ccccc1Br	-4%	-28%
Cc1cc(CNC(=O)c2cc(C)nc3ccccc23)c2ccccc2n1	1%	-4%
COc1ccc(C(=O)c2sc(Nc3ccccc3)nc2N)cc1	2%&0%	4%&3%
Cc1c(Cl)ccc(S(=O)(=O)NCCCO)c1Cl	-4%	-7%
Cc1ccc(C(=O)NCCN2CCCC2)cc1	-4%	9%
O=C(Nc1ccc2nc(SCC(=O)N3CCOCC3)sc2c1)c1cccc(Cl)c1	9%[57.5 µM]	-8%
O=C(O)C(c1c[nH]c2cc(Cl)ccc12)N1CCN(Cc2cccc3ccccc23)CC1 (configuration not stated)	-5%	10%
COc1cc(OC)c(OC)cc1CNC(=O)c1cc(Cl)ccc1O	1%	16%
Cn1c(Sc2ncnc3sccc23)nnc1-c1ccc(F)cc1	-9%	-3%
CCCS(=O)(=O)c1ncc(Cl)c(C(=O)N(Cc2ccccc2)Cc2ccco2)n1	3%	-14%
COc1ccccc1N1CCN(C(CNC(=O)C(=O)NCc2ccc(C)cc2)c2cccnc2)CC1 (configuration not stated)	-2%	-14%
CCCOc1c(Cl)cc(/C=C/C(=O)c2ccc(O)c(OC)c2)cc1OCC	-2%	-1%
Cc1nn(C)c(C)c1CC(=O)Nc1nc(-c2ccc(F)cc2)c(C)s1	1%	-2%
O=C(CC(=O)c1ccccc1Cl)c1ccccc1Cl	-1%	-6%
COc1ccc(C(=O)NCc2nnc(SCC(=O)Nc3ccccc3)n2-c2ccccc2)cc1	3%	-10%
CCCCSCC(O)CSc1nc(-c2ccccc2)cc(-c2ccc(C)cc2)c1C#N (configuration not stated)	0%	-9%
CCOc1c(Cl)cc(CNCc2cccc(C#N)c2)cc1OC	3%	3%
CC(C)NC(=O)c1ccn[nH]1	-1%	-14%
O=C(NCCN1CCCC1)c1nn(Cc2ccccc2)c(=O)c2ccccc12	5%	-1%
CN(CCC#N)c1ccc(/C=N/NC(N)=S)cc1	-2%	-6%
CCCCSc1nc2c(c(=O)[nH]c(=O)n2C)n1C(C)C	11%	-9%
CCC(=O)Oc1c(Sc2ccc(Cl)cc2)c(C)nn1C(C)(C)C	79µM*	-13%

Of the compounds above, these have a cyano group.
SMILES	UDG counterscr	AID inh
CC1CCN(CC2CCCN(c3ncccc3C#N)C2)CC1 (configuration not stated)	-13%	-18%
CCCCSCC(O)CSc1nc(-c2ccccc2)cc(-c2ccc(C)cc2)c1C#N (configuration not stated)	0%	-9%
CCOc1c(Cl)cc(CNCc2cccc(C#N)c2)cc1OC	3%	3%
CN(CCC#N)c1ccc(/C=N/NC(N)=S)cc1	-2%	-6%

The listing continues:
SMILES	UDG counterscr	AID inh
O=C(NC1(C(=O)O)CCCCC1)C1CCC1	-2%	-1%
C/C(=N\NC(=O)c1cccs1)c1cccc(Br)c1	11%	5%
Nc1nnc(SCC(=O)Nc2ccccc2)s1	-1%	-14%
CC1CCN(CCCNC(=O)c2ccccc2C(F)(F)F)CC1	13%	6%
COc1ccc(CCNC(=O)CCCCn2c(=O)c3ccccc3n(CC(=O)Nc3c(C)cccc3C)c2=O)cc1OC	3%	37%[activator]
O=C(NCCc1ccccc1)c1cc(Nc2ccccc2)nc2ccccc12	-10%[57.5 µM]	-8%
COc1ccc(NC(=O)CSc2cn(CCNC(=O)c3c(F)cccc3F)c3ccccc23)cc1	-6%	25%
COc1ccc(CCNc2nc3cc(OC)c(OC)cc3c3nc(-c4ccccc4)nn23)cc1OC	?	17%
COC(=O)c1cc(NC(=O)OCc2ccccc2)cc(C(=O)OC)c1	4%	0%
Cc1cc(-c2ccc(C)c(S(=O)(=O)Nc3ccc(C)c(N(C)C)c3)c2)on1	8%	7%
Nc1ccccc1C(=O)NCCCNC(=O)c1cnccn1	4%	6%
CC(C)(C#N)C(=O)NCCc1ccc(OCc2ccccc2)cc1	-1%	-1%
Cc1cnc2c(S(=O)(=O)N3CCCC3)cccc2c1	-9%	-1%
COC(=O)C1=C(C)NC(C)=C([N+](=O)[O-])C1c1ccccc1C(F)(F)F (configuration not stated)	-7%	-3%
CCOc1ccc(NC(=O)CC2C(=O)N(c3ccc(OC)cc3)C(=O)N2CCC2=CCCCC2)cc1 (configuration not stated)	8%	41%[activator]
COc1ccc(CNC(=O)C2=Cc3cccc(OC)c3OC2)cc1OC	6%	4%
COc1ccc(CN(C(=O)Nc2cccc(OC)c2)C2CCN(C(C)=O)CC2)cc1	3%	-8%
O=C(Nc1cccnc1N1CCCCC1)c1cc(C2CC2)[nH]n1	1%	5%
O=c1[nH]c(CN(CCO)CCO)nc2c1C1(CCCCC1)Cc1ccccc1-2	8%	-5%
Cc1ccccc1NC(=O)c1sc(N)c(C#N)c1C	1%	34%[activator]
COc1ccc(NC(=O)c2sc3nc(C)c(C(=O)Nc4ccc(C)cc4C)c(-c4ccccc4Cl)c3c2N)cc1	0%	-15%
CCOc1ccccc1CNC(=O)CN1C(=O)c2cccnc2Oc2ccc(C)cc21	14%	1%
CC(N)(Cc1ccc(O)c(O)c1)C(=O)O (configuration not stated)	-1%	-4%
N#C/C(=C/c1cccc(Oc2ccccc2)c1)C(N)=O	-15%	-19%
CCOC(=O)c1noc2ncn(CC(=O)Nc3cc(C)c(Cl)cc3OC)c(=O)c12	-1%	-7%
COc1ccc2oc(-c3ccc(C)c(NC(=O)COc4cc(C)cc(C)c4)c3)nc2c1	-2%	-14%
CCOC(=O)c1cccc(NC(=O)Nc2ccc3c(c2)N(C)C(=O)c2ccccc2S3)c1	-1%	16%
COc1cccc(-c2nc3ccccc3c(=O)o2)c1	-1%	-9%
CCCCCCCCCCCCCCCCNC(=O)CC#N	1%	-2%
Cc1cccc(CNC(=O)c2ccc(N3Cc4ccccc4Oc4ncccc43)s2)c1	-18%	-11%
COc1ccccc1NC(=O)C1=C(C)Nc2nc(SCc3cc(C)ccc3C)nn2C1c1ccccc1 (configuration not stated)	25%	-2%
N#C/C(=C\c1ccccc1)c1nc(-c2cc3cc(Br)ccc3oc2=O)cs1	-4%[57.5 µM]	7%[57.5 µM]
O=C(C1CCN(c2ncnc3c2nc2n3CCCCC2)CC1)N1CCN(c2cccc(Cl)c2)CC1	-7%	?
COc1cccc([C@@H]2Nc3ccc(C(=O)O)cc3[C@@H]3C=CC[C@@H]32)c1OC	7%	90%[activator]
O=C(Nc1ccccc1C(=O)NCCc1ccccc1)c1cnc2ccccc2n1	12%	15%
O=C(COc1ccccc1Cl)OCc1cc(=O)n2nc(C3CCCCC3)sc2n1	25%	19%
Clc1ccc(-c2nc3ccccn3c2Nc2ccc3c(c2)OCCO3)s1	-14%[57.5 µM]	103%[activator]
CC1=C(C)C(=O)C(CCCCC#CCCCC#CCO)=C(C)C1=O	-13%	-16%
Cc1nc2cccnc2n1C1CCN(S(=O)(=O)N(C)C)CC1	34%[activator]	14%
N#C/C(=C/c1ccc(-c2ccccc2)cc1)C(=O)Nc1ccc(N2CCOCC2)cc1	1%	-2%
CCc1nn2c(=O)cc(COC(=O)c3ccccc3NC(=O)COc3ccc(F)cc3)nc2s1	-1%	17%
CC(C)(C)c1ccc(NC(=O)c2ccc(CN3CCCC3=O)cc2)cc1	2%	-6%
O=C(/C=C/c1ccc(-c2ccc(Cl)c(Cl)c2)o1)c1ccc(Br)cc1	-2%	4%
N#Cc1cc([N+](=O)[O-])ccc1NC(=O)COC(=O)C12CC3CC(CC(Br)(C3)C1)C2	-5%	-7%
COC(=O)c1ccc(OCC(O)Cn2cnc3cc(C)c(C)cc32)cc1 (configuration not stated)	-6%	2%
Cc1c(N(Cc2ccc(F)cc2)Cc2ccc(F)cc2)c(=O)n(-c2ccccc2)n1C	-5%	?
CCCn1c(=O)c2sccc2n2c(CCCC(=O)N3CCN(c4cccc(Cl)c4)CC3)nnc12	-1%	-7%
Cc1ccccc1NC(=O)c1c(C)oc2ccc(O)c(CN3CCCC(C)C3)c12 (configuration not stated)	0%	-14%
CCCN(CCC)CCCNC(=O)Cn1cnc2onc(-c3ccc(F)cc3)c2c1=O	-4%	-5%
CCCCn1c(=O)n(-c2ccc(Br)cc2F)c(=O)c2c3c(sc21)CN(C(C)=O)CC3	-25%	?
Cn1c(-n2cccc2)c(-c2c(-c3ccc(F)cc3)[nH]c3c2c(=O)[nH]c(=O)n3C)c(=O)[nH]c1=O	-6%	18%
CCOc1ccccc1CNC(=O)CN1C(=O)C2CCCCN2c2ccc(C(=O)N(C)C)cc21 (configuration not stated)	12%	-6%
